Screening data from PubChem.
BRCA1 expr up = qHTS Assay to Identify Small Molecule Activators of BRCA1 Expression | 380,000 tested, 1.1% active | MCF7-BRCA1-FFLuc reporter, luminescence, 48 h; response scale: scaled: vehicle 0%, 10 µM genistein 100% | Potency, µM (top dose mostly 46.1 µM), without a hit: top-dose activation, actives largely listed as activators; also: nearly all actives have a fitted effect of over 80% in size; some results filed as inactive show a strong effect at the top dose
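MCF7-BRCA1-FFLuc, 2000 cells/well; 2 h attach, 37 °C/5% CO2; compound 48 h; luciferase substrate 15 min; luminescence end-point. Norm. to genistein 10 microM max activation and DMSO; concentration-response curves fitted.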
a7 integrin act = qHTS for Activators of Integrin-Mediated Alleviation for Muscular Dystrophy; alpha7betagal myoblasts, beta-gal FDG fluorescence, 48 h; Potency, µM (top dose mostly 38.3 µM), for the others: at the top dose activation, actives largely listed as activators; 350,000 tested, 0.064% active; AID 624291, 2012;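 also: 100% = response of the positive control SU9516; nearly all actives have a fitted effect of over 60% in size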
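Alpha7betagal+/- myoblasts (passage 13) were plated 16-24 hr, then exposed to compounds (1:260 dilution of DMSO stock) for 48 hours at 37C. After MPER lysis, β-galactosidase reporter activity was read as FDG fluorescence (ex 480/em 540) after 30 minutes.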
Active calls of the source: *; ? = inconclusive; [ ] = another dose, or the depositor's remark. Calls follow the shape of the dose curve; as a rule, active = well fitted activation curve with a large enough effect; inconclusive = small, poorly fitted or top-dose-only effect; inactive = no such curve, though single readings can be large or run the other way. Potency is read from the fitted curve at half-maximal effect. Only part of the results is shown (hit frequency here may not be typical).

SMILES | BRCA1 expr up | a7 integrin act
CCN(CC)C(=O)C1=C(C)N(Cc2ccc(F)cc2)C(=O)C(CC(=O)NC(c2ccccc2)c2ccccc2)C1 (stereo not given) | -10% | -19%
Cc1cc(C)c(NC(=O)CN(C)C(=O)CCN2C(=O)C3CCCCC3C2=O)c(C)c1 (stereo not given) | 1% | -12%
CCOC(=O)c1cc(Cl)c2c(ccc3ccccc32)n1 | 2% | -2%
Cc1ccc([C@H]2C[C@@H](n3cc(-c4ccc(F)cc4)nn3)[C@H](O)CN2Cc2cccs2)cc1 | -21% | -10%
COc1ccc(C(=O)OCC(=O)NC23CC4CC(CC(C4)C2)C3)c(O)c1 | -13% | -2%
COCCNC(=O)c1ccc(N2CC3CC(C2)c2cccc(=O)n2C3)c(NC(=O)c2ccccc2Br)c1 (stereo not given) | 5% | 7%
Cc1cc(C)n2nc(SCC(=O)NC3(C#N)CCCCC3)nc2n1 | 3% | 7%
O=C(NC1CCOC1=O)OCc1ccccc1 (stereo not given) | 6% | 11%
Cc1cc(N2C(=O)C(O)=C(C(=O)c3ccc(C)o3)C2c2cccc(Cl)c2)no1 (stereo not given) | -13% | 3%
O=S(=O)(c1ccccc1)N1CCN(Cc2nnc(-c3ccccc3)o2)CC1 | 0% | -25%
CCCCN1C(=O)C(CC(=O)NCCCCc2ccccc2)CC(C(=O)N(C)C)=C1C (stereo not given) | 23% | 12%
O=C(COC(=O)c1cccc(OC(F)F)c1)Nc1cc(S(=O)(=O)N2CCCC2)ccc1Cl | 6% | 1%
O=C(c1cc(Cl)cc(Cl)c1)N1CCC2CC1c1cc(N3CCCCC3)ccc12 (stereo not given) | -7% | -2%
C#CCOCC1CN(C)C(=O)O1 (stereo not given) | 9% | 18%
Cc1ccc(C(=O)OCC(=O)N2CCC(C)CC2)cc1S(=O)(=O)N1CCOCC1 | 0% | -3%
Cc1cccc(NC(=O)CN2CCN(C(=O)c3cc(C4CC4)nn3-c3ccccc3)CC2)c1C | 11% | 10%
CCOC(=O)N(C)C[C@@H]1OCc2cnnn2CCCC(=O)N([C@H](C)CO)C[C@H]1C | 2% | -5%
C[C@@H]1CN([C@@H](C)CO)S(=O)(=O)c2ccc(C#Cc3cccc(F)c3)cc2O[C@@H]1CN(C)CC1CC1 | -4% | -41%
CC1=C(C(=O)N(C)C)CC(CC(=O)NCc2cccc3ccccc23)C(=O)N1Cc1ccccc1 (stereo not given) | 3% | -9%
O=[N+]([O-])c1ccc(NN=C(C2CC2)C2CC2)c([N+](=O)[O-])c1 | 2% | 9%
ON=C(c1ccccc1)c1ccc2c3c(cccc13)CC2 | -12% | -45%
O=C1CC[C@@H](C(=O)N2CSC[C@@H]2C(=O)Nc2ccc(C(F)(F)F)cc2)N1 | -15% | 8%
O=C1COC(c2ccccc2O)=NN1CCCl | -1% | 7%
COc1ccc(CC(=O)OCC(=O)N2c3ccccc3CC2C)cc1OC (stereo not given) | -15% | -8%
C[C@H](CO)N1C[C@H](C)[C@H](CN(C)C(=O)Nc2ccc(C(F)(F)F)cc2)Oc2ncc(-c3cccnc3)cc2C1=O | 0% | 4%
O=C(CCC1CCN(Cc2nccs2)CC1)Nc1ccccc1 | 21% | -5%
CCCCCCN1C[C@@H](O)[C@H](n2cc(-c3ccc(F)cc3)nn2)C[C@@H]1c1ccc(C)cc1 | -2% | 16%
CCOCCCn1c(SCC(=O)NC2CCCCC2)nc2ccccc2c1=O | -6% | 19%
Sc1ccccc1N=Cc1cccs1 | ? | -6%
O=C1OCC/C1=C\NCCCCCCCCN/C=C1\CCOC1=O | -21% | 13%
CC1CCN(C(=O)c2[nH]cnc2C(=O)Nc2ccccc2F)CC1 | 10% | 18%
COc1ccc(C(=O)N/C(=C/c2cccs2)C(=O)N2CCN(C)CC2)cc1 | 1% | 8%
CCOc1ccccc1NC(=O)C1CCCN(S(=O)(=O)c2ccc3c(c2)CCCN3C(C)=O)C1 (stereo not given) | -1% | -4%
C[C@H](NC(=O)c1ncn2c1C(=O)NC[C@@H]2C)C(=O)OC(C)(C)C | 0% | 29%
COC(=O)c1cccc(NC(=O)CCN2C(=O)NC(C)(C)C2=O)c1 | 2% | 1%
Cc1ccc(Cc2c(-c3ccc(C)cc3)nc3ccc(Br)cn23)cc1 | ? | -11%
Cc1c(N(C)S(=O)(=O)c2cccc(C(=O)NCc3cccnc3)c2)c(=O)n(-c2ccccc2)n1C | 6% | -19%
COc1ccc(NC(=O)N(C)[C@H]2C[C@H]3c4[nH]c5ccccc5c4CCN3C[C@H]2[C@H](C)O)cc1 | 4% | -12%
COc1ccc(N2CCN(C(=O)CCCCCn3c(=S)[nH]c4ccc(N5CCOCC5)cc4c3=O)CC2)cc1 | -59% | 5%
CCOc1ccc(/C=N/NC(=O)c2ccc3nc[nH]c3c2)cc1OC | -4% | 14%

Twelve entries from above, set out differently:
SMILES,BRCA1 expr up,a7 integrin act
O=C(CCC1CCN(Cc2nccs2)CC1)Nc1ccccc1,21%,-5%
CCCCCCN1C[C@@H](O)[C@H](n2cc(-c3ccc(F)cc3)nn2)C[C@@H]1c1ccc(C)cc1,-2%,16%
CCOCCCn1c(SCC(=O)NC2CCCCC2)nc2ccccc2c1=O,-6%,19%
Sc1ccccc1N=Cc1cccs1,?,-6%
O=C1OCC/C1=C\NCCCCCCCCN/C=C1\CCOC1=O,-21%,13%
CC1CCN(C(=O)c2[nH]cnc2C(=O)Nc2ccccc2F)CC1,10%,18%
COc1ccc(C(=O)N/C(=C/c2cccs2)C(=O)N2CCN(C)CC2)cc1,1%,8%
CCOc1ccccc1NC(=O)C1CCCN(S(=O)(=O)c2ccc3c(c2)CCCN3C(C)=O)C1 (stereo not given),-1%,-4%
C[C@H](NC(=O)c1ncn2c1C(=O)NC[C@@H]2C)C(=O)OC(C)(C)C,0%,29%
COC(=O)c1cccc(NC(=O)CCN2C(=O)NC(C)(C)C2=O)c1,2%,1%
Cc1ccc(Cc2c(-c3ccc(C)cc3)nc3ccc(Br)cn23)cc1,?,-11%
Cc1c(N(C)S(=O)(=O)c2cccc(C(=O)NCc3cccnc3)c2)c(=O)n(-c2ccccc2)n1C,6%,-19%

Carrying on:
SMILES | BRCA1 expr up | a7 integrin act
COc1ccc(OC)c(NCCN2C(=O)c3ccccc3C2=O)c1 | -15% | 10%
CCC1NC(=O)c2cccnc2-n2c1nc1cc(OC)c(OC)cc1c2=O (stereo not given) | -1% | -5%
CC1=C(C(=O)N(C)C)CC(CC(=O)NCCc2ccccn2)C(=O)N1Cc1ccccc1 (stereo not given) | 7% | -10%
COc1ccc(-c2csc(NC(=O)CCNC(=O)c3ccco3)n2)cc1 | 1% | 0%
COc1ccc(NC(=S)N(CCc2ccncc2)C(C)C)cc1Cl | -24% | 8%
C[C@@H]1CN([C@@H](C)CO)S(=O)(=O)c2ccc(Br)cc2O[C@H]1CN(C)Cc1ccccn1 | -5% | -25%
CCc1nnc(NC(=O)c2cccc(S(=O)(=O)N3CCN(C)CC3)c2)s1 | -8% | -13%
CCOc1ccc(C(=O)CN2C(=O)NC3(CCCc4ccccc43)C2=O)cc1 (stereo not given) | -7% | 14%
C[C@@H]1CN([C@H](C)CO)C(=O)CCCn2nncc2CO[C@H]1CN(C)C(=O)c1cc(-c2ccccc2)on1 | 0% | 19%
CNC(=O)c1ccc(CN(C)C(=O)c2cccc(S(=O)(=O)N3CCc4ccccc4C3)c2)cc1 | -18% | -21%
CCn1nnnc1-c1ccc(OC)c(S(=O)(=O)Nc2ccccc2OC)c1 | -9% | -8%
COc1cc(/C=C2\C(=O)N(c3cccc(C(=O)O)c3)N=C2C)ccc1OCc1ccccc1 | 7.1µM* | 16%
CC(C)c1ccc(S(=O)(=O)N2CCN(C(=O)CCc3nc4ccccc4c(=O)[nH]3)CC2)cc1 | -29% | -18%
CN(CCOc1ccccc1)C(=O)c1cc(S(=O)(=O)N2CCOCC2)c(Cl)cc1Cl | -3% | -20%
C=CCn1c(O)c(N=Nc2ccccc2[N+](=O)[O-])c2ccccc21 | -35% | -8%
CC1(C)Cc2c(cnn2-c2ccc(F)cc2)C(NC(=O)C2=CC(=O)CC(C)(C)O2)C1 (stereo not given) | -2% | 7%
Cn1nnnc1SCCNC(=O)C1CCC(=O)N(Cc2cccc(C(F)(F)F)c2)C1 (stereo not given) | 0% | -14%
C[C@@H]1CN([C@H](C)CO)C(=O)c2cc(Br)cnc2O[C@@H]1CN(C)C(=O)CC1CC1 | -4% | -1%
Cc1ncc(C)c2c([N+](=O)[O-])cccc12 | 2% | 1%
COc1cc(C(=O)N2CCOC23CCN(Cc2ccccc2)CC3)cc(OC)c1OC | -20% | -6%
C[C@H](CO)N1C[C@H](C)[C@@H](CN(C)S(=O)(=O)c2cccc(C#N)c2)OCc2cnnn2CCCC1=O | 0% | 28%
O=c1c2ccccc2nnn1-c1ccccc1[N+](=O)[O-] | 5% | -12%
COc1ccc(C(=O)OCC(=O)c2ccco2)cc1[N+](=O)[O-] | -9% | 5%
CC(C)NC(=O)C1CCN(Cc2cccc(OCc3ccccc3)c2)CC1 | 2% | -19%
C[C@@H]1Cn2cnc(C(=O)Nc3ccc(CNC(=O)OC(C)(C)C)cc3)c2C(=O)N1 | 5% | 20%
Cc1cc(N2CCN(C(=O)c3ccoc3)CC2)n2nc(-c3ccccc3)cc2n1 | -16% | 12%
C[C@@H]1CN([C@@H](C)CO)C(=O)CCCn2nncc2CO[C@@H]1CN(C)S(=O)(=O)c1ccc(C#N)cc1 | 12% | 8%
COc1ccc(N/C(N)=N/c2nc(C)cc(C)n2)cc1 | -22% | 5%
Cc1ccc(OCC(=O)Nc2ccc(S(=O)(=O)NC3=NCCCCC3)cc2)cc1 | 8% | -7%
CCOc1ccc(CN(C)C(=O)c2cccc(S(=O)(=O)Nc3ccccc3OC)c2)cc1OC | -24% | 15%
C[C@@H]1CN([C@H](C)CO)C(=O)CCCn2nncc2CO[C@@H]1CN(C)C(=O)Nc1ccc2c(c1)OCO2 | 6% | 25%
Cn1cccc1C(=O)OCC(=O)N1CCc2ccccc2C1 | ? | 16%
COc1ccc(OC)c(CN2CCN(C(=O)c3ccc(S(=O)(=O)N4CCCCCC4)cc3)CC2)c1 | -17% | -34%
C[C@@H]1CCCCO[C@@H](CN(C)S(=O)(=O)c2cn(C)cn2)[C@@H](C)CN([C@H](C)CO)C(=O)c2cc(NC(=O)Nc3ccc(C(F)(F)F)cc3)ccc2O1 | 6% | -7%
COc1ccc(CNC(=O)c2ccc(CS(=O)(=O)c3ccc(OC)cc3)o2)cc1 | 10% | 14%
C[C@@H]1CN([C@H](C)CO)C(=O)c2c(c3ccccc3n2C)-c2ccccc2CO[C@@H]1CN(C)C(=O)Nc1ccc2c(c1)OCO2 | 19% | -15%
Nc1cccc(OCCCCCOc2cccc(N)c2)c1 | 17% | 19%
COc1cc(NC(=O)C2CCN(S(=O)(=O)c3cccs3)CC2)c(C(=O)O)cc1OC | -8% | 6%
CC1(C)CC(NC(=O)c2ccc(F)cc2)CC(C)(C)N1 | 7% | 0%
Nc1ccn([C@@H]2O[C@H](CNCc3cc(Br)ccc3OCc3ccccc3)[C@@H](O)[C@H]2O)c(=O)n1 | 0% | 5%
Cc1ccccc1NC(=O)CSc1nccn1Cc1ccco1 | 56% | 16%
CC(=O)c1cccc(NC(=O)C2CCCN2S(=O)(=O)c2ccccc2C(F)(F)F)c1 (stereo not given) | -2% | 8%
O=C(O)c1cccc2c1C(=O)c1cc([N+](=O)[O-])cc([N+](=O)[O-])c1-2 | -17% | 11%
CNC[C@H]1OCc2ccccc2-c2ccccc2C(=O)N([C@@H](C)CO)C[C@H]1C | 5% | -12%
CC1(C)CN(c2ccccc2)C(=O)[C@H]1CC(=O)Nc1ccccc1 | -5% | 8%
COC(=O)c1c(NC(=O)c2ccccc2C(=O)O)sc2c1CCCC2 | 1% | -4%
COc1cc(NC(=O)CCn2c(=S)[nH]c3ccccc3c2=O)cc(OC)c1OC | 13% | 22%
Cc1ccc(-c2ccccc2C2=CC(=O)CC(C)(C)C2=O)cc1 | 2% | 6%
COCCNC(=S)Nc1ccc(N2CCOCC2)c(S(=O)(=O)Nc2ccc(Cl)cc2)c1 | -27% | 6%
C[C@H](CO)N1C[C@H](C)[C@@H](CN(C)S(=O)(=O)c2ccc(Oc3ccccc3)nc2)OCc2cn(nn2)CCCC1=O | 10% | -15%
Next section
SMILES | BRCA1 expr up | a7 integrin act
O=C(CSc1nnc(-c2ccccc2F)n1C1CC1)N1CCCC1 | 33% | -2%
COc1ccc(C2CCCCCN2C(=O)C2CCN(S(=O)(=O)c3ccc(C)cc3)CC2)cc1 (stereo not given) | -19% | -13%
Cc1ccc2c(c1)=N/C(=N\c1[nH]c(O)c3ccccc13)N=2 | -36% | -60%[inhibitor]
COc1ccc(CNCCCn2cnc3c(SC)ncnc32)cc1 | 1% | 7%
NC(=O)C1CCN(C(=O)c2ccc(Cl)c(NC(=O)c3cccs3)c2)CC1 | -3% | 4%
COc1ccccc1S(=O)(=O)N(C)C[C@H]1OCc2cnnn2CCCC(=O)N([C@@H](C)CO)C[C@H]1C | 2% | 20%
O=C(CCc1nc2ccccc2c(=O)[nH]1)Nc1ccccc1N1CCCCC1 | -13% | 2%
